High-throughput results: PubChem, National Center for Advancing Translational Sciences (NCATS)
Tb PFK block: T. brucei PFK enzyme inhibition | Potency, µM (doses to about 57.5 µM), for inactives: top-dose activity, negative = inhibition, most hits filed as inhibitors | actives 0.17% (n = 330,000) | O15648 | T. brucei PFK, ADP-Glo luminescence;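 note: potency is the fitted concentration of half-maximal effect; 0% = uninhibited 1x PFK enzyme wells and -100% = no-enzyme wells; nearly all actives have a fitted effect of over 60% in size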
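Luminescent ADP detection (ADP-Glo, two-step: ATP depletion then ADP-to-ATP conversion for luciferase) reported PFK activity after 45 min room-temperature reaction of 1.25 nM enzyme with 0.5 mM F6P and 0.1 mM ATP at pH 8.0.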
BCR signal inh: blocks chronic active B-cell receptor signaling | ABC-DLBCL IkBa-CBG/CBR reporter, luminescence ratio, 4 h | Potency, µM (top dose mostly 46.1 µM), for inactives: at the top dose ratio change, negative = lower green/red ratio, usual class: inhibitors | actives 0.05% (n = 340,000); active = well fitted inhibition curve with a large enough effect in the signal ratio, with a control signal flat, not every such curve was filed as active; inconclusive = small, poorly fitted or top-dose-only effect, or effect the other way, or a change in a side signal; the % refers to the signal ratio;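 note: potency is the fitted concentration of half-maximal effect; plate controls were basal doxycycline-induced cells for no effect and cells given 10 µM MG132 for full effect; MG132 reads +100%, hits lower the ratio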
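Doxycycline induced both beetle luciferases in TMD8 lymphoma cells; IKK-driven degradation limits the IkappaBalpha-fused green signal, while red luminescence normalises for cell number and nonspecific effects. Compounds tested up to 46 uM, 4 hrs.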
Giardia killer: kills Giardia lamblia. actives 0.15% (n = 340,000). AID 540267. activity change, % at 7.66 µM, hits read low. Giardia lamblia trophozoite viability; in the data active = activity change below about -80%; inconclusive = between about -30% and that limit;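 note: parasites exposed to compound for two days anaerobically before the ATP read; % is set by controls: 0 for no effect and ±100 for the full control effect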
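Giardia lamblia trophozoites (100 cells/well) were incubated with compounds for 48 h at 37 deg C under anaerobic conditions. Viability was read as ATP content by one-step luminescence after 15-30 min at room temperature.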
hERG WT inh: blocks the wildtype human KCNH2 potassium channel | Q12809 | U2OS, BacMam KCNH2, thallium flux FluxOr; stronger effect = lower value | actives 0.37% (n = 340,000) | activity change, % at 1.84 µM;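 active = maximum activity change below -70%; inconclusive = maximum activity change between -70% and -50%; inactive = maximum activity change above -50%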; note: % is set by controls: 0 for no effect and ±100 for the full control effect
Target sequence (Q12809 whole entry, looked up): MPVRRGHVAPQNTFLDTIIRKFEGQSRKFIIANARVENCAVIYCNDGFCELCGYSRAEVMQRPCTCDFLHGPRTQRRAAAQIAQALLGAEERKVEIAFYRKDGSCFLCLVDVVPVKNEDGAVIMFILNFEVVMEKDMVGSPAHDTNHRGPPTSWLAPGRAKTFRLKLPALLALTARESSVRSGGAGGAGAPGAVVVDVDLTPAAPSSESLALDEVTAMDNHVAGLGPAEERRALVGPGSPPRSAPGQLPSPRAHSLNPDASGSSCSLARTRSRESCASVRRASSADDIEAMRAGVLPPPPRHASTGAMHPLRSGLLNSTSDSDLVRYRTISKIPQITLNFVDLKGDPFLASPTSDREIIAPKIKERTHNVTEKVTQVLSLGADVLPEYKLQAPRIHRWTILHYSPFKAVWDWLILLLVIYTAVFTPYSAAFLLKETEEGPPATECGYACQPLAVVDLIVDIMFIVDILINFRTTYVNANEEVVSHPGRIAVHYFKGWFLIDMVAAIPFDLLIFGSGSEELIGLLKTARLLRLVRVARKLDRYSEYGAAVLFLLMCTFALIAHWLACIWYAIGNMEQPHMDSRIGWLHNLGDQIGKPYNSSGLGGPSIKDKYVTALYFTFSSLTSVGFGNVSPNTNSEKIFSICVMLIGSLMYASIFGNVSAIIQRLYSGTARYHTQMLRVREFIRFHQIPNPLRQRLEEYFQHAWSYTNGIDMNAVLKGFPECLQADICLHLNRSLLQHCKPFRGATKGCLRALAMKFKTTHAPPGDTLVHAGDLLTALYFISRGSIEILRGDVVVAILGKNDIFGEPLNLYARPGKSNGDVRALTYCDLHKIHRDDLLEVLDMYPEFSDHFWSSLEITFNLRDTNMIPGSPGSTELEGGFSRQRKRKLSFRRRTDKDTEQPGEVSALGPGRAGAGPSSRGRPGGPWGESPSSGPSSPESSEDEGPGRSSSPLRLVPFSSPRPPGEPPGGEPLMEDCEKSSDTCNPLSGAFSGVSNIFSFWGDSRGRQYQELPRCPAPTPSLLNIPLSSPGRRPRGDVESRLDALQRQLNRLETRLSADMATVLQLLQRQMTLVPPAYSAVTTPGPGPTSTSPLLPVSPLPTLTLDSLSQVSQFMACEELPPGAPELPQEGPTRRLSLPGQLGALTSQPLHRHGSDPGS
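U2OS cells transduced with wild-type KCNH2 virus are loaded with FluxOr dye for 45 min, and thallium flux is measured in kinetic reads before and after stimulation buffer. Rate constants are normalized to DMSO controls.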
A-T KAP1 phos: potential ataxia-telangiectasia treatment; Potency, µM (top dose mostly 57.5 µM), for inactives: at the highest dose activation, hits mostly activators; actives 0.19% (n = 320,000); […] A-T fibroblasts, KAP-1 phosphorylation AlphaLISA; neocarzinostatin DNA damage 30 min before lysis; AID 485349; note: potency is the fitted concentration of half-maximal effect; % of control where 0% means no effect; nearly all actives have a fitted effect of over 45% in size
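hTERT-immortalized A-T patient fibroblasts ([…]), 500 cells/well in OPTI-MEM, 1% FBS, got compounds for 60 min, then NCS for 30 min at 37C. Lysates were then assayed for phospho-KAP-1 by AlphaLISA (anti-pKAP1 donor, anti-KAP1 acceptor beads), 6 hr at 25C.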
TCR activator: activates T cell receptor signaling; primary human leukocytes, anti-CD3, IL-2 HTRF, 48 h; Potency, µM (doses to about 9.22 µM), inactives show top-dose activation of IL-2 secretion, hits mostly activators; 330,000 tested, under 10 active; AID 504894; note: % of control where 0% means no effect
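1) Mix primary human leukocytes, a-CD3 beads and compound. 2) Incubate 48 hr. 3) Add HTRF IL-2 reagents (a-IL-2-K, a-IL-2-d2).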
GALK inhibitor: inhibitors of human galactokinase; Potency, µM (series often up to 57.5 µM), for inactives: at the highest dose activity change, negative = inhibition, most hits filed as inhibitors; Purified GALK, Kinase-Glo residual ATP luminescence; actives 0.007% (n = 270,000); P51570; note: potency is the fitted concentration of half-maximal effect; % is set by controls: 0 for no effect and ±100 for the full control effect
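Luminescence from leftover ATP (Ultra-Glo luciferase/luciferin) served as read-out after a 1 h room-temperature reaction of 5 nM GALK with 35 uM ATP and 100 uM galactose.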
Coupling enz: counter-screen for Giardia aldolase inhibitors: coupling enzyme system; activity change, negative = inhibition, % at 58.2 µM, hits read low; AID 2472; actives 0.67% (n = 290,000); coupling enzyme system counterscreen, AmpLite Red fluorescence; in the data active = activity change below about -30%; note: % is set by controls: 0 for no effect and ±100 for the full control effect
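First, compound is pin-transferred into glyceraldehyde-3-phosphate coupling-enzyme reagent at 57.5 uM final and held 10 min at RT. Next, substrate, coupling system and AmpLite Red are added. After 20 min RT, fluorescence (525/598 nm) is read.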
TSHR antagonist: blocks TSH signaling through the human TSH receptor; P16473; TSHR-expressing cells, TSH-stimulated cAMP HTRF, 2 h; stronger effect = lower value; activity change, negative = inhibition, % at 11.5 µM; actives 0.2% (n = 330,000); AID 504810;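 active = activity change below a set negative limit, meaning inhibition stronger than a set level, cut at about -70% in these data; inconclusive = activity change between two set negative limits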; note: % is set by controls: 0 for no effect and ±100 for the full control effect
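Cell-based HTRF cAMP assay; TSHR cells + compound, TSH EC80 (4nM final), 2 h, 37 deg C. Lysis with anti-cAMP cryptate and cAMP-d2, 30 min RT, read 665/620 nm.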
CXXC DNA block: inhibitors of human MLL CXXC domain-DNA interaction. Q03164. MLL-CXXC / FITC-HOXA9 DNA fluorescence polarization. Potency, µM (highest dose often 115 µM), for the others: at the highest dose activity change, negative = inhibition, hits mostly inhibitors. actives 0.037% (n = 290,000). AID 2662; active = well fitted inhibition curve with a large enough effect in the polarisation, with a control signal flat, not every such curve was filed as active; inconclusive = small, poorly fitted or top-dose-only effect, or effect the other way, or a change in a side signal; inactive = no such curve, though single readings can be large or run the other way; the % refers to the polarisation; note: potency is the fitted concentration of half-maximal effect
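Fluorescence polarization: 7 uM MLL-CXXC (stock) preincubated 5 min with compounds, then 50 nM fluorescein-HOX-A9 DNA (stock) added; 30 min ambient. Buffer 50 mM Tris-HCl pH 7.5, 50 mM NaCl, 1 mM DTT, 0.05% BSA.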
Starred values were filed as active, the others as inactive; ? = inconclusive; nt = no result given; & = joins results of further samples; [ ] = another dose, or the depositor's remark. Unless noted, calls come from the whole dose curve; as a rule, active = well fitted curve in the direction sought with a large enough effect; inconclusive = small, poorly fitted or top-dose-only effect, or another doubt; inactive = no such curve, though single readings can be large; an effect the other way counts as inactive or inconclusive.

#	canonical_smiles	Tb PFK block	BCR signal inh	Giardia killer	hERG WT inh	A-T KAP1 phos
1	CC(C)(C)/C(O)=C/c1nc2ccccc2[nH]c1=O	0%	1%	-2	-4	-3%
2	CCN(CC)CCOc1ccccc1OC	-6%	0%	-25	-3	-12%
3	Oc1ccc(-c2cn3c(n2)SCC3)cc1O	?	-7%	?	3	nt
4	CCOc1ccccc1NC(=O)N1CCCC(c2nc3c(nnn3Cc3ccc(C)cc3)c(=O)[nH]2)C1 (configuration not stated)	-5%	-1%	10	-24	11%
5	Cc1ccc(C(=O)Nc2cnc3ccccc3c2)cc1	-6%	?	?	3	1%
6	Cc1cc(C)nc(NC2=NCC(=O)N2c2cc(Cl)cc(Cl)c2)n1	-1%	-1%	15	6	4%
7	COc1ccc(C(=O)NCCN2CCN(C(=O)c3ccc(OC)cc3)CC2)cc1	3%	2%	-12	20	0%
8	CCCCOCC1CC(CC#CCN2CCCCC2)C(=O)O1 (configuration not stated)	7%	?	-15	6	-1%[11.5 µM]
9	CNC(=O)Cc1csc2ccc(Cl)cc12	?	?	14	14	21%
10	Cc1ccc(S(=O)(=O)CCc2nnc(NC(=O)c3cccs3)s2)cc1	-1%	1%	-28	-21	1%

#	TCR activator	GALK inhibitor	Coupling enz	TSHR antagonist	CXXC DNA block
1	-4%[46.1 µM]	0%	5	3	-2%
2	-1%	-6%	nt	2	12%&-1%
3	2%	0%	-20	-2	-4%
4	5%	1%	0	-3	0%
5	17%	0%	1	-9	1%
6	-1%	-1%	0	1	3%
7	-6%	-5%	3	2	-3%
8	5%	0%	-4	0	8%
9	3%	-2%	3	7	11%
10	1%[46.1 µM]	nt	5	26	-1%

Next compounds:
#	canonical_smiles	Tb PFK block	BCR signal inh	Giardia killer	hERG WT inh	A-T KAP1 phos
11	CCOc1ccccc1CN1CCCC(CNC(=O)Cc2ccc(OC)cc2)C1 (configuration not stated)	7%	-7%	-2	-1	12%
12	CCC(C)NC(=O)c1ccc2c(SCC(=O)O)c3c(nc2c1)CCCC3 (configuration not stated)	0%	0%	-7	-2	-4%
13	CCN(CC)CC(=O)NCC1(c2ccccc2)CCCC1	2%	6%	-16	-9	-2%
14	CN=C1N(C)C[C@@H]2[C@@H]3C(=O)N(C)C(=O)[C@@H]3[C@](C)(C(=O)OC)N12	7%	?	0	3	5%
15	CC(=O)c1c(C)[nH]c(C(=O)C(C)Sc2nnc(NC3CC3)s2)c1C (configuration not stated)	-6%	-10%	19	-13	-3%
16	COc1ccc(NC(=O)c2ccc3c(c2)OCO3)cc1Cl	0%	?	-13	3	-2%
17	c1ccc2c(Cn3ccnc3)c[nH]c2c1	-20%	?	20	6	0%
18	NS(=O)(=O)c1ccc(N/N=C/C=C/c2ccccc2[N+](=O)[O-])cc1	1%	?	6	5	-7%
19	O=C1CCCCC(=O)c2ccccc2N1	0%	?	1	6	0%
20	Cc1occc1C(=O)NNC(=S)NCc1ccc(Cl)cc1	-10%	?	-22	2	6%

#	TCR activator	GALK inhibitor	Coupling enz	TSHR antagonist	CXXC DNA block
11	-3%	-5%	1	72	11%
12	2%	nt	-2	0	6%
13	-3%	10%	1	0	-7%
14	1%[46.1 µM]	nt	nt	22	nt
15	5%	nt	nt	-34	nt
16	-4%	-2%	-1	1	-14%
17	-1%	0%	3	-1	2%
18	-4%	-3%	-3	-9	10%
19	2%	0%	-2	27	0%
20	-1%	-1%	0	-12	1%

Other entries:
#	canonical_smiles	Tb PFK block	BCR signal inh	Giardia killer	hERG WT inh	A-T KAP1 phos
21	COc1ccc(CN2CCOCCOCCOCCOCC2)cc1	1%	-4%	0	20	5%
22	Cc1csc(NC(=O)CSc2nc3sc(C)c(C)c3c(=O)[nH]2)n1	0%	?	0	5	0%
23	CCN1C(=O)/C(=C\c2cn(-c3ccccc3)nc2-c2cccnc2)SC1=S	-2%	2%	-7	-11	3%
24	CCOc1ccc2ccccc2c1/C=N/NC(=O)CNC(=O)c1ccccc1F	-1%	-8%	28	3	-1%
25	N#CC(Cc1ccc(OC(F)F)cc1)c1nc2ccccc2[nH]1 (configuration not stated)	0%	-5%	14	13	0%
26	CCn1c(C)nc2cc(C(=O)NNC(=S)Nc3ccc(F)cc3)ccc21	2%	?	7	-1	-9%
27	CCNC(=S)N1CCN(c2ccccc2OCC)CC1	-3%	-9%	15	5	-4%
28	Cc1ccc(C(=O)Cn2c(N3CCOCC3)nc3c2c(=O)n(C)c(=O)n3C)cc1	-1%	7%	-9	-4	3%
29	ClC(Br)=C(n1cnc2ccccc21)n1cnc2ccccc21	-8%	-18%	-2	60	1%
30	Cc1cc(C)n2nc(C(=O)NCc3ccccc3)cc2n1	-13%	2%	-4	-10	13%

#	TCR activator	GALK inhibitor	Coupling enz	TSHR antagonist	CXXC DNA block
21	7%	-1%	-1	-4	-6%
22	-9%	0%	4	-3	15%
23	-4%	13%	2	-1	32%
24	3%	1%	-11	5	-2%
25	1%[46.1 µM]	-6%	5	-12	15%
26	-3%	-3%	0	-3	1%
27	-2%[46.1 µM]	3%	1	2	10%
28	5%	5%	1	2	6%
29	-2%	-3%	2	-4	13%
30	1%	4%	3	6	-2%

Four of the compounds above, as tab-separated lines.
entry	mol	Tb PFK block	BCR signal inh	Giardia killer	hERG WT inh	A-T KAP1 phos	TCR activator	GALK inhibitor	Coupling enz	TSHR antagonist	CXXC DNA block
12	CCC(C)NC(=O)c1ccc2c(SCC(=O)O)c3c(nc2c1)CCCC3 (configuration not stated)	0%	0%	-7	-2	-4%	2%	nt	-2	0	6%
13	CCN(CC)CC(=O)NCC1(c2ccccc2)CCCC1	2%	6%	-16	-9	-2%	-3%	10%	1	0	-7%
14	CN=C1N(C)C[C@@H]2[C@@H]3C(=O)N(C)C(=O)[C@@H]3[C@](C)(C(=O)OC)N12	7%	?	0	3	5%	1%[46.1 µM]	nt	nt	22	nt
15	CC(=O)c1c(C)[nH]c(C(=O)C(C)Sc2nnc(NC3CC3)s2)c1C (configuration not stated)	-6%	-10%	19	-13	-3%	5%	nt	nt	-34	nt

Remaining list, next part
#	canonical_smiles	Tb PFK block	BCR signal inh	Giardia killer	hERG WT inh	A-T KAP1 phos
31	O=Cc1ccc(-c2nc3ccccc3s2)o1	-9%	?	-17	3	2%
32	Fc1ccc(NC(=S)N2CCSC2c2cccs2)cc1 (configuration not stated)	-8%	0%	4	7	0%
33	CN(CC(=O)Nc1ccc(Cl)c(C(F)(F)F)c1)C(=O)C1CCC1	-11%	-9%	-16	-5	3%
34	CCCC(=O)NC(C)C(c1cccs1)N1CCN(C)CC1 (configuration not stated)	0%	0%	-30	1	13%
35	O=[N+]([O-])c1ccc(NNC(=S)Nc2ccc(F)cc2)cc1	-26%	8%	3	-3	2%
36	CCOC(=O)c1c(NC(=O)CSc2ncccn2)sc2c1CCN(Cc1ccccc1)C2	?	?	3	-4	1%
37	Cn1c(N)c(C(=O)COC(=O)CSc2ccc(Cl)cc2)c(=O)n(C)c1=O	1%	4%	-10	5	11%
38	CC(NC(=O)c1ccccc1)C(=O)N/N=C/c1ccccc1 (configuration not stated)	-3%	10%	-13	-6	1%
39	O=C(NC1CCCCC1)NC1CC2CCCC(C1)N2C1CCCC1 (configuration not stated)	3%	?	8	-10	8%
40	COc1cccc(N2CCN(C(=O)CCc3nnc4ccc(N5CCOCC5)nn34)CC2)c1	-5%	1%	-1	1	-1%

#	TCR activator	GALK inhibitor	Coupling enz	TSHR antagonist	CXXC DNA block
31	2%	3%	-1	0	4%
32	-7%	-1%	-2	-2	2%
33	3%	nt	nt	-3	nt
34	1%	1%	3	4	-5%
35	3%[46.1 µM]	4%	0	-5	2%
36	-12%[46.1 µM]	-2%	-3	-8	13%
37	-4%[46.1 µM]	0%	0	17	18%
38	-4%	0%	2	2	13%
39	0%	2%	0	5	-3%
40	-121%	1%	-1	20	16%

Further compounds follow:
#	canonical_smiles	Tb PFK block	BCR signal inh	Giardia killer	hERG WT inh	A-T KAP1 phos
41	Cc1cc(C)nc(SCc2ccc(Cl)cc2)n1	0%	?	-9	-16	14%
42	CCCC(=O)c1ccc(N2CCN(C(=O)c3ccccc3)CC2)c(F)c1	0%	?	1	2	2%
43	Cc1cccc(-c2n[nH]c(=S)n2/N=C/c2cccs2)c1	5%	20%	11	-2	-6%
44	CC(NC(=O)/C(C#N)=C/c1ccc([N+](=O)[O-])o1)c1ccccc1 (configuration not stated)	-18%	?	-28	2	-5%
45	CCn1c2ccccc2c2cc(NC(=O)c3ccc(=O)oc3)ccc21	-6%	?	-4	-3	0%

#	TCR activator	GALK inhibitor	Coupling enz	TSHR antagonist	CXXC DNA block
41	3%	nt	-1	-6	1%
42	-1%	-3%	2	-21	7%
43	9%	11%	-1	1	3%
44	-6%	4%	-36*	-48	20%
45	3%	1%	4	5	?
